ASAP1 GAP inh – inhibitors of human ASAP1 ArfGAP activity | ASAP1-stimulated ARF1 GTP hydrolysis, GDP FP detection | Q9ULH1 | hit rate 0.19% among 360,000 | AID 624377 | inhibition, % at 16.5 µM; in the data active means inhibition above about 25%;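 further: 0% = vehicle with enzyme and substrate and 100% = no enzyme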
PLC-beta3 inh – inhibitors of human phospholipase C beta3 | Q01970 | Purified PLC-beta3, fluorogenic substrate, fluorescence | inhibition, % at 12.2 µM | hit rate 0.18% among 370,000 | AID 720704; in the data active means inhibition above about 11%;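 further: 0% = median of compound wells on plate and 100% = full blocker control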
ARFGAP1 inhibitor – rat ARFGAP1 inhibition | Arfgap1-stimulated ARF1 GTP hydrolysis, GDP FP detection | AID 651572 | inhibition, % at 16.5 µM | hit rate 0.26% among 360,000 | Q62848;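 active means inhibition above a per-plate limit, mean inhibition of low control wells plus 3 SD, cut at about 25% in these data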;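 further: 0% = DMSO wells with enzyme and 100% = wells lacking Arfgap1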
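material = rat Arfgap1 catalytic domain, aa 1-136 | also added = human ARF1(Δ1-17)-GTP substrate | compound dosing = one concentration, 16.5 µM, DMSO 1.26% | times = GTP hydrolysis reaction 2 h at 25 °C | measured by = FP, GDP Alexa 633 tracer displaced from anti-GDP antibody, 620/688 nm | evaluation = percent inhibition of Arfgap1-stimulated GTP hydrolysis | replication = single well per compound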
DDE Tn7 FP inh – inhibitors of Tn7 peptide binding to human fibrin DD(E) | P02675 | FP displacement of FITC-Tn7 peptide from fibrin DD(E); 0% = median of compound wells per plate | inhibition, % at 8.3 µM | hit rate 0.13% among 370,000 | AID 720508;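 active means inhibition above the mean of compounds falling within the control limits plus 3 SD of them, cut at about 14% in these data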;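 further: 0% = plate median of compound wells and 100% = 10 µM Aha-Tn7 peptide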
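Assay system: human fibrin DD(E). Input: DD(E) 2 µM final. Medium: Tris buffer with calcium and detergent, pH 7.8. Compound dosing: single point at 8.3 µM. Timing: 10 min plus 3 h, room temperature. Technique: fluorescence polarization of the labelled Tn7 tracer. Read-out: percent inhibition. Replicates: singlicate testing.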
SIAE inh – inhibitors of human sialic acid acetylesterase SIAE. Q9HAT2. SIAE FP-Rh probe binding, fluorescence polarization. hit rate 0.69% among 370,000. inhibition, % at 9.66 µM;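 active means inhibition above a cutoff: mean of compounds within the control limits plus 3 SD of those, cut at about 17% in these data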;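 further: 0% = plate median of compound wells and 100% = probe without SIAE protein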
ADAM10 inh – inhibitors of human ADAM10; O14672; recombinant ADAM10, EDANS/DABCYL FRET peptide cleavage, 3 h; inhibition, % at 7 µM; hit rate 0.62% among 370,000;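 active means inhibition above a per-campaign cutoff equal to the mean of compounds falling between control-based bounds plus 3 SD, cut at about 20% in these data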;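 further: 0% = DMSO wells while the 100% control is not disclosed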
PLC-gamma1 inh – blocks human PLC-gamma1 enzyme activity; AID 720700; P19174; purified PLC-gamma1, fluorogenic substrate, fluorescence; hit rate 0.84% among 370,000; inhibition, % at 12.2 µM; in the data active means inhibition above about 9.5%
Target sequence (P19174 whole entry, looked up): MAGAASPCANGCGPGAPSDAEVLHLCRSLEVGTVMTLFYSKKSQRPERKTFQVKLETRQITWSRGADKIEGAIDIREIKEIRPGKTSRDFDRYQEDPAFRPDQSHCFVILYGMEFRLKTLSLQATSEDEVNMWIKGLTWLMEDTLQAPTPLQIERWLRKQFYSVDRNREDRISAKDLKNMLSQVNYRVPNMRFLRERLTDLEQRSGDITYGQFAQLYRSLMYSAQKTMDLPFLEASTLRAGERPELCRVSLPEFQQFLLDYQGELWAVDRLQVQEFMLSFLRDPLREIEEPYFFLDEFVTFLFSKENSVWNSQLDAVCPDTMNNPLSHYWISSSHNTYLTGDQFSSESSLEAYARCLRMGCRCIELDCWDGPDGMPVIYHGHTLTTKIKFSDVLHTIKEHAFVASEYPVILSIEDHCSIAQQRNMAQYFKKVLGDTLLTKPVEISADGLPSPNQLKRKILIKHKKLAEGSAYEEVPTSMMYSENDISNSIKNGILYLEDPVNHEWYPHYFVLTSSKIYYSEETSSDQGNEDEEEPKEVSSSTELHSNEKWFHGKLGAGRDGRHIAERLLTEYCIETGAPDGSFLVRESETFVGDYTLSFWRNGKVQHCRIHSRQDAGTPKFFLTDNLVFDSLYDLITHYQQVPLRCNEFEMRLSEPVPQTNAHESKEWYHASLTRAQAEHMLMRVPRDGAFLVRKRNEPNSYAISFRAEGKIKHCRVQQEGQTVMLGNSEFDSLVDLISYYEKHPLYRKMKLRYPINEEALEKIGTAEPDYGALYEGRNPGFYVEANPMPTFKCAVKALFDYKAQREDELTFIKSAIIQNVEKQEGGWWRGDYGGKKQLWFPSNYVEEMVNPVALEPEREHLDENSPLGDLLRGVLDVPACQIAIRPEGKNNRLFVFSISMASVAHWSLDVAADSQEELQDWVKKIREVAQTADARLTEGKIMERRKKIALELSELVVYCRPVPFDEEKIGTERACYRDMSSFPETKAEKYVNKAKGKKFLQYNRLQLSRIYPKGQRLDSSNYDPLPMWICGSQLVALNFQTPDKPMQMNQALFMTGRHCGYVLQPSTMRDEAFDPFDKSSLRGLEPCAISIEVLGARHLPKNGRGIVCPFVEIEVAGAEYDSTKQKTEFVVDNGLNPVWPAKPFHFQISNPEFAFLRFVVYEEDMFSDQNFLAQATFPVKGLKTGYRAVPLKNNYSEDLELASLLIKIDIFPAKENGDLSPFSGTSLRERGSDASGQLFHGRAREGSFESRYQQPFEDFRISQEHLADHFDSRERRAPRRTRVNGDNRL
ADAM17 inh – ADAM17 inhibition, QFRET primary screen; recombinant ADAM17, EDANS/DABCYL FRET peptide cleavage; inhibition, % at 6.95 µM; hit rate 0.83% among 370,000; AID 720648;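 active means inhibition above the mean of compounds lying between control limits plus 3 SD, set per campaign, cut at about 8.5% in these data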;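 further: 0% = DMSO-only wells as the low control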
DDE Tn6 FP inh – disrupts Tn6 cyclic peptide binding to fibrin D-Dimer-E complex; inhibition, % at 8.3 µM; P02675; Fibrin DD(E) TRITC-Tn6 fluorescence polarization displacement; hit rate 0.21% among 370,000;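 active means inhibition above a per-campaign cutoff: mean of compounds within control limits plus 3 SD, cut at about 15% in these data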;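 further: 0% = median of all compound wells on the plate and 100% = blocking peptide control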
TDP2 inh – TDP2 (human) inhibition, absorbance primary screen | O95551 | recombinant TDP2, T5PNP hydrolysis, p-nitrophenol absorbance 415 nm | inhibition, % at 12.8 µM | hit rate 0.34% among 370,000 | AID 720702;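 active means inhibition above the mean of all tested compounds plus 3 SD, set per campaign, cut at about 25% in these data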;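 further: 0% = DMSO with enzyme and 100% = buffer with substrate but no TDP2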
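Read-out basis: percent inhibition. System: recombinant human TDP2. Buffer or medium: Mg2+-containing Tris-HCl buffer, pH 7.5. Repeats: single replicate. Timing: reaction 2 h, 37 °C. Benchmarks: high control without enzyme, low control DMSO plus TDP2. Probe or stimulus: 5 mM T5PNP. Doses: 12.8 µM only. Measured by: epi absorbance of p-nitrophenol freed from T5PNP by hydrolysis.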
* hit, by the source's call; i = inactive; & = joins results of further samples. Compounds as they come; 3.6% or so of the library scored in one or more.

nr	SMILES	ASAP1 GAP inh	PLC-beta3 inh	ARFGAP1 inhibitor	DDE Tn7 FP inh	SIAE inh
1	COc1ccc([C@@H]2[C@@H]3C(=O)N(C(C)(C)C)C(=O)[C@@H]3[C@]3(Cc4ccc(Cl)cc4)C(=O)N(c4ccc(OC)cc4)C(=O)N23)cc1	-1	2	1	-4	-6
2	Cc1cc(C)c(NC(=O)CNC(=O)CN2C(=O)NC3(CCCc4ccccc43)C2=O)c(C)c1 (configuration not stated)	9	-9	-13	10	3
3	COc1ccc(C(=O)OCC(=O)Nc2cccc(S(=O)(=O)NC3=NCCCCC3)c2)cc1[N+](=O)[O-]	9	5	-7	-11	-8
4	O=C(Nc1cccnc1)c1sc(Nc2ccccc2)nc1-c1ccccc1	-8	-129	-7	2	3
5	CCC(CC)c1nnc(NC(=O)c2ccc3ccccc3n2)s1	-4	-5	13	7	0
6	COc1c(Cl)cc(C(=O)Nc2ccccc2C(=O)O)cc1Cl	6	0	1	-3	-28
7	COc1ccc(NC(=O)CSc2nc(-c3ccco3)nc3cc(=O)[nH]n23)cc1Cl	10	-16	-3	-2	-6
8	COc1cccc(/C=N/NC(=O)c2ccc(COc3ccc(Cl)cc3Cl)o2)c1	1	1	7	10	0
9	O=C(NNC(=O)c1cccc(-n2cccc2)c1)c1ccc(F)cc1	-5	-16	-1	2	0
10	Cc1ccc2nc(NCc3ccco3)c(C=NCc3ccco3)c(=O)n2c1	-12	-6	-5	-1	4
11	O=C1c2ccccc2C(=O)N1CCC#Cc1ccc2cc(CCCO)oc(=O)c2c1	-7	0	8	3	8
12	CCOC(=O)c1nn(-c2ccc(Cl)cc2)c2nnc(Cc3ccccc3)c(=O)n12	13	3	-10	-2	1

nr	ADAM10 inh	PLC-gamma1 inh	ADAM17 inh	DDE Tn6 FP inh	TDP2 inh
1	21*	0	7	3	2
2	-8	2	-3	-2	6
3	7	4	0	-8	-5
4	-58	-127	-18	2	-7
5	10	-4	-4	-7	-1
6	-6	2	-1	3	0
7	-3	-13	1	3	-6
8	2	4	-3	1	5
9	-3	-2	-2	1	-2
10	-4	-2	-1	3	-10
11	-9	-1	-5	3	10
12	6	6	0	4	-10

Arranged by value in DDE Tn7 FP inh (falling): 3 from the list above.
nr	SMILES	ASAP1 GAP inh	PLC-beta3 inh	ARFGAP1 inhibitor	DDE Tn7 FP inh	SIAE inh
11	O=C1c2ccccc2C(=O)N1CCC#Cc1ccc2cc(CCCO)oc(=O)c2c1	-7	0	8	3	8
10	Cc1ccc2nc(NCc3ccco3)c(C=NCc3ccco3)c(=O)n2c1	-12	-6	-5	-1	4
3	COc1ccc(C(=O)OCC(=O)Nc2cccc(S(=O)(=O)NC3=NCCCCC3)c2)cc1[N+](=O)[O-]	9	5	-7	-11	-8

nr	ADAM10 inh	PLC-gamma1 inh	ADAM17 inh	DDE Tn6 FP inh	TDP2 inh
11	-9	-1	-5	3	10
10	-4	-2	-1	3	-10
3	7	4	0	-8	-5

The listing continues:
nr	SMILES	ASAP1 GAP inh	PLC-beta3 inh	ARFGAP1 inhibitor	DDE Tn7 FP inh	SIAE inh
13	COc1cc(OC)cc(C(=O)NCCCNC(=O)c2ccccn2)c1	-7	-9	6	0	3
14	COc1ccc2[nH]cc(CCNS(=O)(=O)c3ccc(C)cc3)c2c1	0	-6	8	-6	7
15	COc1ccc(NC(=O)c2nc(SC)ncc2Cl)cc1	8	-5	12	-7	-6
16	O=C(NC1CCCCC1)C(c1ccc(F)cc1)N(C(=O)Cc1ccsc1)c1ccc(F)cc1 (configuration not stated)	18	7	1	-6	-2
17	O=C(N/N=C\c1ccc(OCC(=O)N2CCCC2)cc1)C(=O)Nc1ccccc1F	0	-16	-7	1	3
18	Cn1c(=O)c2c(-c3ccccc3)n(-c3cc(Cl)c([N+](=O)[O-])cc3O)cc2n(C)c1=O	8	-11	-2	7	6
19	CC1=C(C#N)C(Nc2cccc(C)n2)(C(F)(F)F)C(=O)N1 (configuration not stated)	-8	2	-5	2	0
20	O=S1(=O)CCN(C(CCO)c2cccc(C(F)(F)F)c2)CC1 (configuration not stated)	-6	-1	4	-3	0
21	Cc1cccc(N2CC(C(=O)NCc3ccco3)CC2=O)c1C (configuration not stated)	-9	-8	-3	5	0
22	C[C@@H]1CN([C@@H](C)CO)C(=O)CCCn2nncc2CO[C@H]1CN(C)C(=O)CCC(F)(F)F	-6	4	10	-3	0
23	O=C1CCCN1CCC1CCN(C2CC(=O)N(Cc3ccc(N4CCCC4=O)cc3)C2=O)CC1 (configuration not stated)	10	-4	13	5	-4
24	CC1CC(O)C2C3(C)CCCC2(COC3=O)C12CCC1(CCOC1=O)O2 (configuration not stated)	0	5	-2	-1	-6

nr	ADAM10 inh	PLC-gamma1 inh	ADAM17 inh	DDE Tn6 FP inh	TDP2 inh
13	-5	-1	-5	2	3
14	-4	0	-1	-2	4
15	1	-1	-3	-5	8
16	6	9	4	3	-14
17	-12	-16	-5	1	4
18	-1	0	-2	-1	3
19	1	2	-1	-1	5
20	1	2	-1	4	-9
21	-8	-6	-3	7	-1
22	3	4	0	2	-1
23	1	0	-3	-8	-11
24	-4	1	2	2	-10

Filtered by structure: the entries above containing an aryl thioether with sulfur outside any ring (2)
nr	SMILES	ASAP1 GAP inh	PLC-beta3 inh	ARFGAP1 inhibitor	DDE Tn7 FP inh	SIAE inh
7	COc1ccc(NC(=O)CSc2nc(-c3ccco3)nc3cc(=O)[nH]n23)cc1Cl	10	-16	-3	-2	-6
15	COc1ccc(NC(=O)c2nc(SC)ncc2Cl)cc1	8	-5	12	-7	-6

nr	ADAM10 inh	PLC-gamma1 inh	ADAM17 inh	DDE Tn6 FP inh	TDP2 inh
7	-3	-13	1	3	-6
15	1	-1	-3	-5	8

Other entries follow:
nr	SMILES	ASAP1 GAP inh	PLC-beta3 inh	ARFGAP1 inhibitor	DDE Tn7 FP inh	SIAE inh
25	COc1ccc(C2=NN(CCC(=O)NC3CCCCC3C)C(=O)CC2)cc1 (configuration not stated)	-4	-4	-4	2	4
26	C/C(N)=C(/C#N)C(=O)COC(=O)c1cc(C)n(-c2ccc(F)cc2)c1C	-8&5	-1&-4	2&2	8&-1	-4&-5
27	CCN(CC)S(=O)(=O)c1ccc2oc(C(=O)NCc3ccc(C)cc3)c(C)c2c1	6	-1	2	8	-19
28	COc1cccc(-c2csc(NC(=O)C3CC3)n2)c1	-7	-1	3	-3	-4
29	CC1CCC(NC(=O)c2nn(C)c(=O)c3ccccc23)CC1 (configuration not stated)	-3	0	8	-9	3
30	COc1ccc([C@@H]2CC(=O)c3c(O)cc(O)cc3O2)cc1O	2	-1	1	0	0
31	CCOc1ccc(OCc2ccc(C(=O)Nc3cccnc3)o2)cc1	9	-3	-6	8	-4
32	CC(C)Oc1ccc2c3c(c(=O)oc2c1)CCC3	-4	-33	-3	1	-2
33	Cc1cc(SCc2ccccc2Cl)nc(=O)[nH]1	-5	-7	3	2	-12
34	O=c1oc2ccccc2c(O)c1C=NCc1ccccn1	0	9	-4	0	-15
35	Cc1ccc(S(=O)(=O)N2CCN(c3nccnc3C#N)CC2)cc1	2	-17	-2	-2	-3
36	Cc1c(N(CC(=O)O)S(=O)(=O)c2ccccc2)c(=O)n(-c2ccccc2)n1C	3	-2	6	-4	4

nr	ADAM10 inh	PLC-gamma1 inh	ADAM17 inh	DDE Tn6 FP inh	TDP2 inh
25	-6	-3	1	4	-7
26	-5&1	-3&-1	2&-3	10&-1	-4&3
27	3	0	4	5	-9
28	-6	3	-2	1	5
29	-15	2	-1	-5	-4
30	-5	-3	-4	8	1
31	2	-2	-1	6	-7
32	i	-22	-139	-3	-6
33	9	1	-1	3	-14
34	7	12*	4	2	-17
35	-4	-7	-4	-5	-3
36	-9	-2	-1	2	4

The listing continues.
nr	SMILES	ASAP1 GAP inh	PLC-beta3 inh	ARFGAP1 inhibitor	DDE Tn7 FP inh	SIAE inh
37	COc1ccc([N+](=O)[O-])cc1NC(=O)CCN1CCN(c2ccccc2)CC1	-7	4	-6	-4	2
38	COC(=O)c1ccc(/C=C2\Oc3ccccc3NC2=O)cc1	-10	-297	-1	0	-11
39	CC1CN(CC(=O)Nc2ccc([N+](=O)[O-])cc2Br)CC(C)O1 (configuration not stated)	-9	-7	-7	-1	4
40	O=C(NCC(=O)N1CCN(Cc2ccccc2)CC1)c1cc(Cl)cc([N+](=O)[O-])c1	-7	-2	3	2	-2
41	O=C(c1cccs1)N(c1ccc(Br)cc1)C1C=CS(=O)(=O)C1 (configuration not stated)	-12	-1	-9	0	5
42	CN(C(=O)CSc1nnc(C(F)(F)F)n1C)c1c(N)n(Cc2ccccc2)c(=O)[nH]c1=O	-2	-2	6	-2	2
43	Cc1ccc(F)cc1CNC(=O)C1CCC(=O)N(CCCN2CCCC2=O)C1 (configuration not stated)	5	-6	2	4	1
44	Cc1cc(C)cc(OCC(=O)NCc2nc(-c3ccccc3)no2)c1	-5	-2	-6	4	-3
45	O=C(c1ccco1)N1CCN(Cc2c(F)cccc2Cl)CC1	2	-3	7	-2	3
46	O=C(O)CCCCCN1C(=O)CCC1=O	-9	-1	-1	-5	-3
47	C=CCNC(=O)c1onc(CSc2ccccc2C)c1C(=O)O	-1	-5	4	10	-5
48	CCOC(=O)N1CCN(C2CC(=O)N(c3ccc(C)cc3)C2=O)CC1 (configuration not stated)	-2	0	16	0	-2
49	CCN1CCN(C(c2cccs2)C(C)NS(=O)(=O)c2ccc(C)cc2)CC1 (configuration not stated)	-6	-1	0	3	11
50	O=C(N[C@H]1C/C=C\C[C@H](CC(=O)N(CCO)Cc2ccccc2)C(=O)N[C@H](Cc2c[nH]c3ccccc23)COC1=O)OCC1c2ccccc2-c2ccccc21	1	4	11	1	17
51	Cn1cc(S(=O)(=O)N2CCNCC2)cc1C(N)=O	-7	-6	-9	2	5

nr	ADAM10 inh	PLC-gamma1 inh	ADAM17 inh	DDE Tn6 FP inh	TDP2 inh
37	8	5	2	-3	14
38	-72	-223	-28	-3	5
39	-7	-1	-5	-4	1
40	-14	1	-3	-5	-3
41	-5	1	-3	-2	10
42	0	-1	-5	4	9
43	-8	1	-5	5	9
44	18	2	4	-5	-6
45	5	2	2	2	-8
46	-2	3	-3	3	10
47	14	-3	-3	2	9
48	-2	-2	-3	-6	-9
49	-5	-1	-1	-5	12
50	10	1	4	5	2
51	-9	2	-2	-5	4

Screening results from PubChem.
